Screening data (PubChem)
MRP-1 activ – MRP-1 activation | AID 799 | viability increase, % at 10 µM | 140,000 tested, 0.61% active | H69AR cells + doxorubicin, viability rescue, CellTiter-Glo;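 active = viability gain under doxorubicin at or above a set limit, the compound median plus 3 SD, cut at about 4.7% in these data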;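 note: MRP-1 overexpressing cells given doxorubicin 25 µM after compound pretreatment; 18-22 h compound pretreatment then 72 h with doxorubicin before readout; 0% = doxorubicin-only wells and 100% = vehicle-treated cells without doxorubicin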
GALR2 antag – antagonists of human galanin receptor 2 (GALR2). 140,000 tested, 0.39% active. inhibition, % at 4 µM. GALR2-expressing cells, antagonist mode. O43603; in the data active = inhibition above about 27%;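 note: cells stimulated with galanin 1-16 at roughly its EC80; 0% = agonist challenge control and 100% = basal control without agonist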
Target sequence (O43603 whole entry, looked up): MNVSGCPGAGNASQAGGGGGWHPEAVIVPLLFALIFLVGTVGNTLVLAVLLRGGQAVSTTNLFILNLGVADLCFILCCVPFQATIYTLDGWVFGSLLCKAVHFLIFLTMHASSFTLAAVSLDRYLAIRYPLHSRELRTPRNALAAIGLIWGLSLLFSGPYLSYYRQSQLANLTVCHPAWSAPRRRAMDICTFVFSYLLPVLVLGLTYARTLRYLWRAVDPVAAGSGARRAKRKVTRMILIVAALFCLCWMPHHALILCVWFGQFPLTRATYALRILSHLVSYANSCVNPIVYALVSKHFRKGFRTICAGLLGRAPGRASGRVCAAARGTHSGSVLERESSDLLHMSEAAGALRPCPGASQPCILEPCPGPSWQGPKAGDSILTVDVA
Yeast life ext – yeast lifespan extension; 130,000 tested, 0.68% active; AID 775; S. cerevisiae growth with nicotinamide, OD615; deaD strain in restrictive glucose medium; inhibition of the nicotinamide effect, % at 10 µM;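 active = inhibition above a set limit, placed 3 SD over the median of all compounds, cut at about 26% in these data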;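 note: 0% = nicotinamide-treated wells and 100% = cells grown without nicotinamide; some compounds called inactive have numbers as strong as hits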
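Test system – modified budding yeast, DeaD strain · Compound – single dose 10 µM compound, 0.25% DMSO · Times – culture preincubation 4 h, compound exposure 48 h, both 30 °C · Detection – optical density (absorbance) at 615 nm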
Yeast growth inh – chemicals that inhibit yeast BB579 growth in restrictive medium (lifespan-shortening candidates); S. cerevisiae BB579 growth, OD615, 48 h; inhibition, % at 10 µM; 140,000 tested, 0.51% active; AID 804;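 active = inhibition above a set limit, 3 SD over the mean compound inhibition, cut at about 44% in these data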; note: inactives centre near -24
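controls = amphotericin B 10 µg/mL, positive | assay system = DeaD yeast strain BB579 | schedule = 48 h compound exposure at 30 °C after 4 h preincubation | detection = OD615 turbidity measurement | medium = restrictive CSMM-D medium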
HCT116 PTEN-null – suppresses growth of cells with PTEN deletion; HCT116 PTEN-null viability, CellTiter-Glo, 60 h; hits give low values; viability, % at 10 µM; 140,000 tested, 1.2% active;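 active = viability at or below a set limit, 4 SD under the median of all tested compounds, cut at about 3.7% in these data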;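 note: PTEN knockout HCT116 line with beta catenin targeted HCT116 as companion control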
Measles CPE – protection of cells from measles virus. AID 841. protection (pct of control), % at 4 µM. 140,000 tested, 1.5% active. Measles virus-infected cells, CPE protection, absorbance; in the data active = protection mostly above about 24%, no sharp cut-off; inactive = mostly below about 26%; note: some compounds called inactive have numbers as strong as hits
Phagocyt inh – macrophage phagocytosis inhibition; inhibition, % at 5 µM; J774A.1 macrophage IgG-bead phagocytosis, imaging; 110,000 tested, 0.07% active;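 active = inhibition above the mean of the plate negative controls plus 5 SD, cut at about 13% in these data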;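 note: phagocytic index as fraction of beads internalized from green versus red external bead signal; plate controls were DMSO negative control for no effect and cytochalasin-D positive control for full effect; some results beyond the cut were filed as inactive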
NPY Y2 blocker – blocks the human neuropeptide Y Y2 receptor. P49146. NPY-Y2 expressing cells, antagonist mode. inhibition, % at 2.7 µM. 140,000 tested, 0.99% active; in the data active = inhibition above about 17%;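 note: 0% = vehicle with agonist challenge and 100% = reference antagonist with challenge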
Target sequence (P49146 whole entry, looked up): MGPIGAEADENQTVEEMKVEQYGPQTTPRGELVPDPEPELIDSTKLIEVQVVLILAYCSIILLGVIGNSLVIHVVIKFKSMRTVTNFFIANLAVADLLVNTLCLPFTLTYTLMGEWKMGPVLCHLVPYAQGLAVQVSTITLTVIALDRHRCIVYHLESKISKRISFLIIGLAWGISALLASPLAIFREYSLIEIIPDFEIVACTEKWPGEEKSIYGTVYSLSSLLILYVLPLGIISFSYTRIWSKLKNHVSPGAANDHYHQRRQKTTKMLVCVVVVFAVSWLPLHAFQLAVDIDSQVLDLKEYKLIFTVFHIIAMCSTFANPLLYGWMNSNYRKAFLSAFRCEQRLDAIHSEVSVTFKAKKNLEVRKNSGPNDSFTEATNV
HCT116 bCat-KO – beta-catenin-lacking colon tumor cell growth suppression; HCT116 beta-catenin knockout viability, CellTiter-Glo, 60 h; hits give low values; viability, % at 10 µM; 140,000 tested, 1.5% active;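 active = viability at or under a set limit, the compound median less 4 SD, cut at about 6% in these data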;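 note: 0% = Hyamine 1622 control at 20 µM and 100% = untreated cell control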
E-sel TNF inh – blocks E-selectin expression induced by TNF alpha; HUVEC TNFa-induced E-selectin immunofluorescence, high content; inhibition, % at 2 µM; 120,000 tested, 0.71% active;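 active = inhibition above the batch mean plus 3 SD, and confirmed as a hit on visual image review, cut at about 43% in these data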;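 note: 0% = TNF-stimulated DMSO wells and 100% = unstimulated control wells; not every result past the cut was called active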
An asterisk follows results filed as active; nt = no result given.

The line under a structure holds: MRP-1 activ	GALR2 antag	Yeast life ext	Yeast growth inh	HCT116 PTEN-null	Measles CPE	Phagocyt inh	NPY Y2 blocker	HCT116 bCat-KO	E-sel TNF inh
- CCOC(=O)c1c(NC(=O)COC(=O)CNC(=O)c2ccco2)sc(C(C)=O)c1C
→ -1.9	0	-2	-42	98	7	-1	1	103	-20
- CN1C(=O)CC(N2CCN(c3ccccn3)CC2)C1=O (stereo unspecified)
→ -0.1	-5	-8	-1	104	26	0	0	97	17
- Cn1ccnc1SCC(=O)c1ccc(Br)cc1
→ -4.0	6	-2	-15	73	25	4	1	81	-38
- COc1ccc(-c2nc(-c3cccc(C)c3)nc(N3CCN(C)CC3)c2C#N)cc1
→ -0.3	-4	-13	-64	17	2	nt	3	26	nt
- COc1ccccc1OCC(=O)NNC(=O)c1cnccn1
→ -1.1	3	-9	0	80	1	-2	3	82	-4
- CCCNC(=O)COC(=O)/C=C/c1ccco1
→ 1.2	-4	-7	-3	90	12	-3	2	98	nt
- Cc1nc(CNS(=O)(=O)c2ccc3c(c2)OCCO3)cs1
→ 1.5	-1	nt	-13	90	3	0	0	85	0
- COc1ccc(Cl)cc1NC(=O)Cn1c(=O)n2nc(C)nc2c2ccccc21
→ -4.5	-14	-12	-9	88	20	0	-2	93	nt
- Cn1c(=O)oc2cc(S(=O)(=O)NCCN3CCN(c4ccccc4F)CC3)ccc21
→ -1.8	-12	-7	2	88	24	0	2	90	nt
- CCC(C)n1c(SCC(=O)Nc2ccccc2C(F)(F)F)nc2ccsc2c1=O (stereo unspecified)
→ -2.7	4	-3	-17	71	20	-1	14	75	21
- COc1cc(C2CC(=O)N3CN(Cc4ccccc4)CSC3=C2C#N)ccc1OCc1ccccc1 (stereo unspecified)
→ 2.1	1	-9	17	95	15	0	1	89	-6
- COc1ccc(C(=O)Nc2cc(C)c3c(=O)oc4ccccc4c3n2)cc1
→ 0.4	3	-4	-18	107	4	0	0	98	nt
- CC1CCCN(C(=O)CCc2ccccc2)C1 (stereo unspecified)
→ 1.8	5	1	19	101	7	-3	5	103	nt
- Cc1ccc(S(=O)(=O)N2CCSC2)cc1C
→ -4.2	-9	12	-39	95	9	-2	-1	88	16
- Cc1cccc(-n2c(C)cc(/C=N\NC(=O)c3cccs3)c2C)c1
→ -4.0	2	-3	-20	53	4	-5	3	61	nt
- CC(C)(C)C(=O)NC(=S)Nc1ccccc1F
→ -4.1	7	-9	-21	97	21	-2	4	89	18
- Cc1sc2ncnc(OCC(=O)Nc3ccc4c(c3)OCCO4)c2c1C
→ -0.7	0	-7	-45	103	12	1	9	101	-2
- Cc1cc(NC(=O)CSc2c3c(nc4ccccc24)CCC3)no1
→ -4.7	6	-3	0	67	9	0	0	71	nt
- NS(=O)(=O)c1ccc(CCNC(=O)COC(=O)C2CCCN2C(=O)c2cccs2)cc1 (stereo unspecified)
→ -0.1	-1	-2	-31	94	5	-1	-1	93	8
- c1ccc(Nc2nnc(SCc3cccc4ccccc34)s2)cc1
→ 0.7	2	-5	-55	96	8	-1	5	94	13
- c1ccc2c(c1)OCC(c1nnc3sc(-c4ccc5c(c4)OCO5)nn13)O2 (stereo unspecified)
→ -0.7	3	-18	-23	102	4	0	9	96	1
- CCOc1ccc(NC(=O)c2ccc(Br)o2)c([N+](=O)[O-])c1
→ -0.8	-1	-20	-24	91	11	nt	1	99	-16
- COc1ccc(-c2cc(C(F)F)n3ncc(C(=O)N4CCN5CCCC5C4)c3n2)cc1 (stereo unspecified)
→ -3.9	-9	-14	-17	59	4	-2	11	59	-9
- Cc1ccc(CC(=O)Nc2cccc(C)n2)cc1
→ 0.2	-9	-17	-60	80	20	nt	2	83	-14
- CCC(C)N1CC(C(=O)NC2CCCCC2)CC1=O (stereo unspecified)
→ -1.3	5	-10	-40	89	7	1	1	95	10
- Cc1ccc(NC(=O)CN(C)CC(=O)Nc2c(C)cccc2C)c(Br)c1
→ -1.5	6	-9	-4	92	5	nt	-1	88	nt
- CCOC(=O)C1CCN(C(c2cccc(OC)c2)c2sc3nc(C)nn3c2O)CC1 (stereo unspecified)
→ -0.3	7	-10	-48	108	10	0	1	105	-8
- CCOC(=O)c1c(C)oc2c1c1c(c3ccccc32)OCN(Cc2ccccn2)C1
→ -7.5	-1	-10	-66	82	10	nt	0	70	nt
- CCOc1ccccc1N1Cc2cc(C)c(C)cc2C1
→ -2.8	-5	1	-36	58	2	0	2	63	nt
- CCCCNC(=S)NNC(=O)c1csc(C)c1C
→ -1.4	-2	-5	0	104	8	-5	0	98	10
- COc1cc(C2CC(=O)c3cnc(N)nc3C2)cc(OC)c1OC (stereo unspecified)
→ -2.5	-1	-1	-20	92	-1	nt	6	96	11
- Cc1ccc(S(=O)(=O)N2Cc3ccccc3CC2C(=O)Nc2cc(C)on2)cc1 (stereo unspecified)
→ -0.8	-16	-2	-43	97	9	0	1	99	15
- N#CC(c1ccccc1)C1CCN(Cc2ccccc2)CC1 (stereo unspecified)
→ -2.1	-3	9	-33	92	0	-13	1	94	nt
- COc1ccccc1C1C2=C(N=c3s/c(=C/c4cccc(OCC(=O)O)c4)c(=O)n31)c1ccccc1CC2 (stereo unspecified)
→ -3.1	9	0	-65	91	38	8	2	97	-6
- Cc1cc(=O)oc(C)c1C(=O)N1CCN(C(c2ccccc2)c2ccccc2)CC1
→ -0.4	1	-11	-61	106	3	0	1	106	-38
- COc1ccc(/C=N/n2c(SC)nnc(C(C)(C)C)c2=O)c(OC)c1
→ 0.9	-8	-15	-71	95	nt	0	-2	98	-6
- CCOC(=O)c1sc(=S)n(C)c1N
→ 3.6	5	-10	-29	103	5	-2	2	110	nt
- COc1ccc(C(=O)O)cc1Nc1cc(C)nc2ncnn12
→ -0.3	-2	-13	-57	105	16	0	4	111	nt
- COc1ccccc1N1CCN(Cc2nc(N)nc(Nc3ccc(C)cc3)n2)CC1
→ -3.2	-16	-6	-5	52	17	-2	2	61	nt
- CCCNC(=O)NC(=O)COc1ccc2oc3ccccc3c2c1
→ -1.0	-3	-20	-58	101	20	nt	8	98	-8
- Cc1cc(C)cc(-n2nnc(C(=O)NCc3ccco3)c2N)c1
→ -4.0	1	-11	-28	88	11	nt	-1	93	-51
- O=S(=O)(Nc1cccnc1)c1cc(Cl)ccc1Cl
→ 0.6	-6	-5	-15	107	8	-2	1	97	-4
- O=[N+]([O-])c1ccc2c(c1)C(N1CCOCC1)/C(=C/COc1ccc(Cl)cc1Cl)O2 (stereo unspecified)
→ 0.1	8	-15	-50	97	12	0	8	97	-29
- Cc1cc(C)c(C(=O)/C=C/C=C/c2ccccc2)c(=O)[nH]1
→ -3.2	2	0	-5	64	26	-3	2	70	nt
- CS(=O)(=O)N1CCC(C(=O)N2CCC(Cc3ccccc3)CC2)CC1
→ -2.3	13	-1	-20	89	4	5	4	95	20
- O=C(CCc1ccccc1)Nc1ccc(N2CCCCC2)cc1
→ -2.6	11	-2	-36	95	12	0	0	94	nt
- O=C(N/N=C/c1cn(-c2ccccc2)nc1-c1ccc(F)cc1)c1ccc(Br)o1
→ -2.5	6	-7	-16	27	7	4	3	25	-12
- COc1ccc(OCCCC(=O)Nc2ccc(N3CCCCC3)cc2)cc1
→ -1.7	-1	1	-53	97	19	-6	2	92	nt
- O=C(Nc1cc(F)cc(F)c1)c1sc(Cl)nc1-c1ccccc1
→ -2.0	0	3	-42	85	7	-6	14	82	nt
- CCOC(=O)C1CCCN(C(=O)c2cc(Nc3ccc(OC)cc3)nc3ccccc23)C1 (stereo unspecified)
→ -3.9	9	-3	-25	75	3	0	4	76	18

Further records
The line under a structure holds: MRP-1 activ	GALR2 antag	Yeast life ext	Yeast growth inh	HCT116 PTEN-null	Measles CPE	Phagocyt inh	NPY Y2 blocker	HCT116 bCat-KO	E-sel TNF inh
- COc1cc(Cl)c(S(=O)(=O)N2CC(C)OC(C)C2)cc1Cl (stereo unspecified)
→ -0.9	6	-4	-7	96	5	-1	3	94	-27
- COCC(C)n1c(SCC(=O)NNC(=O)c2ccc(F)cc2)nc2ccccc2c1=O (stereo unspecified)
→ 0.5	-6	1	-10	102	14	-8	1	88	17
- CCCCC1(CC)C(=O)NC(=O)NC1=Nc1ccc(OC)cc1 (stereo unspecified)
→ -0.5	-7	-5	-51	89	6	nt	1	88	29
- COc1ccc(C(CC(=O)O)NC(=O)COc2ccccc2)cc1OC (stereo unspecified)
→ -1.5	4	-16	-23	91	13	0	2	97	5
- COc1ccc(-n2c(=O)cc(N3CCCCCC3)[nH]c2=O)cc1
→ -0.2	-1	-6	-24	105	2	2	3	94	nt
- CSc1nnc(C)c(/C=C/Nc2ccc(Cl)cc2)n1
→ -3.6	-8	-17	-56	82	27	nt	0	77	-11
- O=C(Cc1ccc(-n2cccc2)cc1)N1CCN(c2ccccc2F)CC1
→ 2.9	-3	-2	-27	94	16	-1	5	89	57
- N#Cc1c(NC(=O)c2ccccc2Cl)n(Cc2ccccc2)c2nc3ccccc3nc12
→ -5.2	10	2	-41	53	47*	-4	1	57	nt
- CCCn1c(SCC(=O)Nc2cccc(C(=O)OC)c2)nnc1-c1cccnc1
→ -2.0	6	-6	-46	104	23	2	1	102	-19
- CCOC(=O)c1c(-c2cccs2)csc1NC(=O)COC(=O)c1c(C)noc1C
→ 0.0	8	-8	-37	85	18	0	11	91	nt
- Cc1cc(Nc2ccc(C(=O)O)cc2)n2nc(C)nc2n1
→ -0.9	2	-3	-68	103	11	-1	3	89	nt
- CC1CCC2C(C1)c1sc(=O)[nH]c1SC2(C)C (stereo unspecified)
→ 2.2	-10	0	-45	83	13	-1	3	78	-2
- CC1(C)CC(=O)C(C=NCCN2CCN(CCc3ccccc3)CC2)=C(O)C1
→ -2.3	2	-3	6	95	3	nt	1	90	-6
- COc1ccc(N=C2C(=Nc3ccc(OC)cc3)N(c3ccc(OC)cc3)C(=S)N2c2ccccc2)cc1
→ -4.8	-9	-5	-29	98	5	-1	0	94	15
- O=C(c1ccc(Cl)c(Cl)c1)N(Cc1ccco1)c1ccc(O)cc1
→ -2.2	-2	-8	-19	58	7	3	3	61	-8
- N#CC1=C(SCC(=O)c2ccccc2)NC2=C(C(=O)CCC2)C1c1ccco1 (stereo unspecified)
→ -7.2	18	-24	-37	9	2	6	3	12	nt
- Cc1[nH]c(=O)c(C#N)c2c1CCCC2
→ 0.5	5	-4	7	100	10	-1	2	96	-22
- Cc1c(C)c2cc3c4c(oc3c(C)c2oc1=O)CCCC4
→ -1.7	-2	-19	-37	82	22	1	1	79	nt
- O=C(/C=N/O)NCc1ccncc1
→ -0.4	-3	3	-46	108	22	1	0	101	-10
- Clc1ccc(-c2nnc(CCc3ccccc3)o2)c(Cl)c1
→ -0.6	5	-1	-30	102	3	nt	12	91	5
- Cc1ccc2nc(C(F)(F)F)c(C#N)c(N)c2c1
→ -1.2	27	-15	-18	4	3	0	2	3.6*	-5
- O=C(COc1ccc(-c2ccccc2)cc1)N1CCN(S(=O)(=O)Cc2ccccc2)CC1
→ -4.4	-7	-5	-25	30	3	4	7	26	10
